Screening data: PubChem BioAssay, National Center for Advancing Translational Sciences (NCATS)
BLM inh – qHTS Assay for Inhibitors of Bloom's syndrome helicase (BLM); recombinant BLM DNA unwinding, fluorescence dequenching; 350,000 tested, 0.2% active; RecQ-like DNA helicase BLM (Homo sapiens), P54132; Potency, µM (top dose mostly 56.1 µM), for the others: at the top dose activity change, negative = inhibition, most hits filed as inhibitors;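 further: potency means the concentration at half of the fitted maximal effect; plate controls were vehicle for no effect and no enzyme for full effect; nearly all actives have a fitted effect of over 35% in size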
Target sequence (P54132 whole entry, looked up): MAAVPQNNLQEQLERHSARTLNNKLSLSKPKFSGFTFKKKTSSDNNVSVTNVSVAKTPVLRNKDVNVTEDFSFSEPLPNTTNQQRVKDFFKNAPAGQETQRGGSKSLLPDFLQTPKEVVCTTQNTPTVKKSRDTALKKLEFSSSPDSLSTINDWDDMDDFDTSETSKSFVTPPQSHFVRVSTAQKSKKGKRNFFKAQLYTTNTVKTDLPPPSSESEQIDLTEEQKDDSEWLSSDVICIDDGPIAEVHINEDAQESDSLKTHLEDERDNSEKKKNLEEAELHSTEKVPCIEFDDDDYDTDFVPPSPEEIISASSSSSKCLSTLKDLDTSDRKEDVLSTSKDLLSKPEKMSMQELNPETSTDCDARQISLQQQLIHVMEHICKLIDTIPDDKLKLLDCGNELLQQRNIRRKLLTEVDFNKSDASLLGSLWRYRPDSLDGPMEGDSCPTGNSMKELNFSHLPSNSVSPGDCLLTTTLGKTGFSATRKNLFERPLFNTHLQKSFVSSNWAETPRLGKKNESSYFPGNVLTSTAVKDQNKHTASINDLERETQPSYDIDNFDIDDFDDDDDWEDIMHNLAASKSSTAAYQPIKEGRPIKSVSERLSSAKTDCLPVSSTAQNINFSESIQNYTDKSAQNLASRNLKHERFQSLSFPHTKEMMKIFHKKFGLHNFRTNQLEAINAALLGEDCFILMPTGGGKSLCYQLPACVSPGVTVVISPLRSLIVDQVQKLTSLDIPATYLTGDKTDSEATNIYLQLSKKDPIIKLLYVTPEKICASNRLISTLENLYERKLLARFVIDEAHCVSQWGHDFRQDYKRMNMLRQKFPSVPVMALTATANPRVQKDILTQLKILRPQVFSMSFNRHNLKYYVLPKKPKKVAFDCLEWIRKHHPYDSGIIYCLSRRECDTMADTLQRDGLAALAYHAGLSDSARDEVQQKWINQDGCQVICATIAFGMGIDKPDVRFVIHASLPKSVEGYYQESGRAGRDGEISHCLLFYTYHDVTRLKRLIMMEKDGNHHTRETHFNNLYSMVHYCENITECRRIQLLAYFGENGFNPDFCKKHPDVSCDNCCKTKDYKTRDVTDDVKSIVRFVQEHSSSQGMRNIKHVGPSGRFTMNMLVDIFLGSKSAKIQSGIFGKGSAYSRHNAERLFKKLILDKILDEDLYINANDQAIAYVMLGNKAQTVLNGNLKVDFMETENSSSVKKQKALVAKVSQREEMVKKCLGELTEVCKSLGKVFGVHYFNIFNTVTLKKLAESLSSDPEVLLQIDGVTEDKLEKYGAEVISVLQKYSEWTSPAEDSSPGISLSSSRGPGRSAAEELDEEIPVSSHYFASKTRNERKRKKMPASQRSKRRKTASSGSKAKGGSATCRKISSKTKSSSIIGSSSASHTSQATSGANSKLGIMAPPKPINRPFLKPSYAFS
LDHA block – qHTS assay for inhibitors of human lactate dehydrogenase; activity change, % (values are at about 110 or 230 µM); purified LDHA, NADH/diaphorase-resazurin fluorescence; stronger effect = lower value; 480,000 tested, 0.15% active; in the data active means activity change below about -30%; inconclusive means mostly about -25% to -30%;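 further: plate controls were DMSO wells for no effect and wells without enzyme for full effect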
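Resorufin fluorescence (ex540/em590), read at 0 and 20 min after diaphorase/resazurin addition, reports the NADH left after a 5 min room-temperature reaction of 2 nM human LDH5 with 0.06 mM NADH and 0.2 mM pyruvate.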
POLI inh – qHTS for Inhibitors of Polymerase Iota | Potency, µM (highest dose often 115 µM), for the others: at the highest dose activity, negative = inhibition, hits mostly inhibitors | 390,000 tested, 1% active | Pol iota fluorescent replication assay, 10 min | DNA polymerase iota (Homo sapiens), Q9UNA4; further: potency means the concentration at half of the fitted maximal effect
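Pol iota at 10 nM preincubated 15 min with compounds at room temperature; reaction started with fluorescent substrate, 50 nM final. Fluorescence read kinetically at 0 and 10 min; buffer-only wells as negative control.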
APEX1 inh – qHTS Assay for Inhibitors of the Human Apurinic/apyrimidinic Endonuclease 1 (APE1). DNA repair nuclease/redox regulator APEX1 (Homo sapiens), P27695. recombinant APE1, TAMRA/BHQ-2 abasic DNA cleavage fluorescence. Potency, µM (doses to about 65.8 µM), inactives show at the highest dose activity change, negative = inhibition, most hits filed as inhibitors. 350,000 tested, 0.35% active. AID 2517, 2012;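 further: potency means the concentration at half of the fitted maximal effect; plate controls were vehicle for no effect and reference inhibitor for full effect; nearly all actives have a fitted effect of over 55% in size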
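Substrate: short duplex with […] THF abasic site, 5'-TAMRA and 3'-BHQ-2, 50 nM final. APE1 at 0.75 nM, preincubated 15 min RT with compound. Fluorescence increase from first to third read measured activity.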
Anesthetic bind – qHTS Assay for Identification of Novel General Anesthetics; Ferritin light chain (Equus caballus), P02791; apoferritin/1-aminoanthracene competitive binding, fluorescence; Potency, µM (highest dose often 77.5 µM), inactives show at the top dose activity change, negative = displacement, most hits filed as inhibitors; 350,000 tested, 0.074% active; AID 485281, 2010; further: potency means the concentration at half of the fitted maximal effect; on the % scale 0 is the no-effect control and ±100 the full control effect; nearly all actives have a fitted effect of over 20% in size
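Apoferritin-based anesthetic binding model; compound displacement of fluorescent 1-AMA measured as endpoint fluorescence after 10 minutes at room temperature, scaled to free-ligand and complex controls.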
Glioma ERSR ind – qHTS for Inducers of the Endoplasmic Reticulum Stress Response (ERSR) in Human Glioma: qHTS. U87-MG GRP78 promoter luciferase reporter, 16 h. Potency, µM, for the others: at the top dose activation, hits mostly activators. 420,000 tested, 0.02% active; further: potency means the concentration at half of the fitted maximal effect; series mostly up to about 76 µM; % of control where 0% means no effect; nearly all actives have a fitted effect of over 35% in size
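Stably transfected U87-MG glioma cells carrying a GRP78-based luciferase sensor; 16 h compound incubation. Luminescence end-point read 10 min after Bright-Glo addition at room temperature.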
POLB inh – qHTS Assay for Inhibitors of DNA Polymerase Beta; P06746; Pol beta primer extension/strand displacement, fluorescence kinetic; Potency, µM (doses to about 114 µM), inactives show at the top dose activity change, negative = inhibition, most hits filed as inhibitors; 340,000 tested, 1.3% active; AID 485314, 2010; further: potency means the concentration at half of the fitted maximal effect; on the % scale 0 is the no-effect control and ±100 the full control effect
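Pol beta (10 nM) was preincubated with compound for 15 min at room temperature. The reaction was then started with 50 nM substrate and read immediately and after a further 10 min at room temperature.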
Pol kappa inh – qHTS for Inhibitors of Polymerase Kappa; DNA polymerase kappa (Homo sapiens), Q9UBT6; purified Pol kappa, fluorescent DNA synthesis assay, 10 min; Potency, µM (titrated, usually from 107 µM), for the others: at the highest dose activity, negative = inhibition, hits mostly inhibitors; 400,000 tested, 0.53% active; AID 588579, 2011; further: potency means the concentration at half of the fitted maximal effect; on the % scale 0 is the no-effect control and ±100 the full control effect
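Pol kappa 10 nM + cpd, 15 min RT; start w/ substrate 50 nM final; fluorescence kinetic read, 0 and 10 min. Neg ctrl: buffer, no enzyme.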
Pol eta inh – qHTS for Inhibitors of Polymerase Eta. DNA polymerase eta (Homo sapiens), Q9Y253. recombinant Pol eta, fluorescent DNA replication assay. Potency, µM (top dose mostly 114 µM), for the others: at the top dose activity change, negative = inhibition, hits mostly inhibitors. 390,000 tested, 1.2% active; further: potency means the concentration at half of the fitted maximal effect; on the % scale 0 is the no-effect control and ±100 the full control effect
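Pol eta (10 nM) was preincubated with compounds for 15 min at room temperature, after which fluorescent replication substrate (50 nM final) was added to start the reaction. Fluorescence was read kinetically at 0 and 10 min.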
Starred values were filed as active, the others as inactive; [ ] = dose if it differs, or a comment. Unless noted, the call rests on the fitted dose curve; in most records, active means well fitted curve in the direction sought with a large enough effect; inconclusive means small, poorly fitted or top-dose-only effect, or another doubt; inactive means no such curve, though single readings can be large; an effect the other way counts as inactive or inconclusive. A portion of the library, so the mix of outcomes need not match the whole.

For O=C(CSc1nnc(CNC(=O)c2c(F)cccc2Cl)o1)Nc1ccccc1F the results were BLM inh 0%, LDHA block -6, POLI inh 39%[activator], Anesthetic bind -10%, Glioma ERSR ind -2%, POLB inh 2%, Pol kappa inh 2% and Pol eta inh -5%.
For CCCn1c(N)c(C(=O)CN2CCc3ccccc3C2)c(=O)n(C)c1=O the results were BLM inh -6%, LDHA block -1, POLI inh 115%[activator], APEX1 inh 15%, Anesthetic bind -8%, Glioma ERSR ind -3%, POLB inh -22%, Pol kappa inh -4% and Pol eta inh -16%.
For COc1ccccc1CNC(=O)C(C)NS(=O)(=O)c1ccccc1 (stereo not given) the results were BLM inh -1%, LDHA block -12, POLI inh 4%, APEX1 inh 1%, Anesthetic bind 6%, Glioma ERSR ind -1%, POLB inh -13%, Pol kappa inh -6% and Pol eta inh inconclusive.
COC(=O)C1=C(C)N(c2cc(C)cc(C)c2)/C(=C/c2ccc(O)cc2)C1=O was read as BLM inh -12%, LDHA block -1, POLI inh -23%, APEX1 inh -8%, Anesthetic bind -11%, Glioma ERSR ind inconclusive, POLB inh 16%, Pol kappa inh -6% and Pol eta inh -22%.
Screening O=C(Nc1ccccc1)Nc1csc2ccccc12 returned BLM inh -7%, LDHA block -6, POLI inh 54%[activator], APEX1 inh -6%, Anesthetic bind -2%, Glioma ERSR ind 3%, POLB inh -14%, Pol kappa inh 0% and Pol eta inh -25%.
Screening CCN(CC)c1ccc(NC(=O)COC(=O)/C=C/c2nc3ccccc3s2)cc1 returned BLM inh -4%, LDHA block 0, POLI inh 24%, APEX1 inh 0%, Anesthetic bind -16%, Glioma ERSR ind 0%, POLB inh -6%[57.1 µM], Pol kappa inh -11% and Pol eta inh -4%.
`Oc1ccc(N=Nc2ccc3c(c2)OCO3)c2ccccc12` gave BLM inh -2%, APEX1 inh -1%, Anesthetic bind 4% and POLB inh 0%.
CCCSc1nnc2nc(C)cc(C)n12 was read as BLM inh 0%, LDHA block 2, POLI inh -17%, APEX1 inh 2%, Anesthetic bind -2%, Glioma ERSR ind -2%, POLB inh 0%, Pol kappa inh 10% and Pol eta inh -12%.
For CN(C)C=C1C(=O)c2ccccc2C1=O the results were BLM inh -4%, LDHA block 6, POLI inh 54%[activator], APEX1 inh -1%, Anesthetic bind 1%, Glioma ERSR ind -3%, POLB inh 2%, Pol kappa inh -12% and Pol eta inh 5%.
Screening COCCCNC(=O)CCCn1c(=O)c2ccccc2n(CC(=O)Nc2ccc(C)cc2Cl)c1=O returned BLM inh 0%, LDHA block -9, POLI inh inconclusive, Anesthetic bind 10%, Glioma ERSR ind -1%, POLB inh 10%, Pol kappa inh -3% and Pol eta inh 0%.
For CC(NC(=O)CN(C)S(=O)(=O)c1ccc(F)cc1)C1CC2CCC1C2 (stereo not given) the results were LDHA block -4, POLI inh 6%, APEX1 inh 15%, Glioma ERSR ind -5%, Pol kappa inh -12% and Pol eta inh -21%.
For CN(C)C(CNc1ccc(S(C)(=O)=O)cc1[N+](=O)[O-])c1ccccc1 (stereo not given) the results were BLM inh -1%, LDHA block -3, POLI inh -9%, APEX1 inh 35%, Anesthetic bind 3%, Glioma ERSR ind 0%, POLB inh 12%, Pol kappa inh -8% and Pol eta inh 7%.

The last two entries of the part before open the next one.
For CC(NC(=O)CN(C)S(=O)(=O)c1ccc(F)cc1)C1CC2CCC1C2 (stereo not given) the results were LDHA block -4, POLI inh 6%, APEX1 inh 15%, Glioma ERSR ind -5%, Pol kappa inh -12% and Pol eta inh -21%.
For CN(C)C(CNc1ccc(S(C)(=O)=O)cc1[N+](=O)[O-])c1ccccc1 (stereo not given) the results were BLM inh -1%, LDHA block -3, POLI inh -9%, APEX1 inh 35%, Anesthetic bind 3%, Glioma ERSR ind 0%, POLB inh 12%, Pol kappa inh -8% and Pol eta inh 7%.
`Cc1ccc(-n2nc3c(N4CCC(C(=O)NC5CCC(C)CC5)CC4)nnc(C)c3c2C)cc1` (stereo not given) gave BLM inh -11%, LDHA block -4, POLI inh -9%, Anesthetic bind -22%, Glioma ERSR ind -2%, POLB inh -8%, Pol kappa inh -13% and Pol eta inh -17%.
`O=C(C1CCN(S(=O)(=O)c2ccc(F)cc2)CC1)N1CC=C(c2ccccc2)CC1` gave BLM inh -6%, LDHA block 5, POLI inh 5%, APEX1 inh -8%, Anesthetic bind -2%, Glioma ERSR ind -6%, POLB inh -15%, Pol kappa inh -1% and Pol eta inh 1%.
CN(C)CC(CCC(CN(C)C)C(=O)c1ccccc1)C(=O)c1ccccc1 (stereo not given) was read as BLM inh -9%, LDHA block -11, POLI inh 22µM*, APEX1 inh 2%, Anesthetic bind -4%, Glioma ERSR ind -13%, POLB inh 0%, Pol kappa inh -3% and Pol eta inh -5%.
CC(=O)N[C@H]1C(O[C@@H]2O[C@H](C[C@@H](O)[C@H]3O[C@@H](N4CCC(=O)NC4=O)[C@H](O)[C@@H]3O)[C@H](O)[C@H](O)[C@H]2NC(=O)/C=C/CCCCCCCCCCC(C)C)OC(CO)[C@@H](O)[C@@H]1O (stereo not given in full) was read as BLM inh -9%, APEX1 inh 7.9µM*, Anesthetic bind inconclusive, Glioma ERSR ind inconclusive and Pol kappa inh inconclusive.
For Cc1cccc(C)c1NC(=O)CC(NCc1ccco1)C(=O)O (stereo not given) the results were BLM inh -1%, LDHA block -6, POLI inh 142%[activator], APEX1 inh 3%, Anesthetic bind 3%, Glioma ERSR ind 1%, POLB inh 2%, Pol kappa inh -4% and Pol eta inh -15%.
For Cc1ccc(S(=O)(=O)N2CCCCC2)cc1NC(=O)COC(=O)C1CC2C=CC1C2 (stereo not given) the results were BLM inh -3%, LDHA block -1, POLI inh -1%, APEX1 inh -3%, Anesthetic bind 7%, Glioma ERSR ind -2%, POLB inh 12%[57.1 µM], Pol kappa inh -25% and Pol eta inh inconclusive.
COc1ccc(CNC(=O)c2ccc(-c3nc(CSc4ccccc4)c(C)o3)cc2)cc1 was read as BLM inh -10%, LDHA block -2, POLI inh 30%, Anesthetic bind -4%, Glioma ERSR ind -3%, POLB inh -16%, Pol kappa inh -6% and Pol eta inh -7%.
Screening COc1ccc(CC(=O)Nc2sc(Cc3ccccc3)c(C)c2C(N)=O)cc1 returned BLM inh -1%, LDHA block 0, POLI inh inconclusive, APEX1 inh -5%, Anesthetic bind -7%, Glioma ERSR ind -3%, POLB inh -1%, Pol kappa inh -4% and Pol eta inh -6%.
For CCO[C@H]1OC(C(=O)N2CCCCCCC2)=C[C@@H](C)[C@@H]1CCCO the results were BLM inh 1%, LDHA block 2, POLI inh 45%[activator], APEX1 inh 2%, Anesthetic bind -7%, Glioma ERSR ind -3%, POLB inh 4%, Pol kappa inh 3% and Pol eta inh -24%.
`CCCCC#CC1C=CC(OC(C)=O)C(COC(C)=O)O1` (stereo not given) gave BLM inh -1%[12.4 µM], APEX1 inh 13%[12.4 µM], Anesthetic bind -9%[15.3 µM] and Glioma ERSR ind 6%.
`Cc1cccc(C(=O)Nc2ccccc2OCc2cc(=O)n3c(C)csc3n2)c1` gave BLM inh -4%, LDHA block -7, POLI inh 20%, Anesthetic bind 9%, Glioma ERSR ind -2%, POLB inh 83%[activator], Pol kappa inh -7% and Pol eta inh -8%.
`COc1ccc(S(=O)(=O)Nc2c(C(=O)O)[nH]c3ccccc23)c(OC)c1` gave BLM inh 0%, LDHA block -2, POLI inh 5%, APEX1 inh -2%, Anesthetic bind -9%, Glioma ERSR ind 2%, POLB inh 10%, Pol kappa inh -4% and Pol eta inh 6%.
Screening CC(C)(C)c1ccc(C(=O)Nc2cccc(-n3cnnn3)c2)cc1 returned BLM inh -12%, LDHA block 2, POLI inh 28%, APEX1 inh -24%, Anesthetic bind -22%, Glioma ERSR ind -3%, POLB inh -1%, Pol kappa inh -12% and Pol eta inh -17%.
Screening CCCCN(C(=S)Nc1ccc(F)cc1)c1c(N)n(CCC)c(=O)[nH]c1=O returned BLM inh -3%, LDHA block -5, POLI inh 111%[activator], APEX1 inh 4%, Anesthetic bind 1%, Glioma ERSR ind 0%, POLB inh 30%[activator], Pol kappa inh 7% and Pol eta inh 0%.
`COCCCNC(=O)c1c(-c2ccccc2)noc1C` gave BLM inh -2%, LDHA block -7, POLI inh 13%, APEX1 inh 15%, Anesthetic bind -8%, Glioma ERSR ind -3%, POLB inh 12%, Pol kappa inh 7% and Pol eta inh -3%.
`Cc1nn(CC(=O)NC2(C#N)CCCCC2)c(C)c1[N+](=O)[O-]` gave LDHA block -2, POLI inh 2%, APEX1 inh 44%[activator], Glioma ERSR ind -3%, Pol kappa inh 5% and Pol eta inh -9%.
`O=c1[nH][nH]c(-c2ccccc2)c1C=Nc1ccc(F)cc1F` gave BLM inh -7%, LDHA block 1, POLI inh -5%, APEX1 inh -5%, Anesthetic bind -8%, Glioma ERSR ind -2%, POLB inh -1%, Pol kappa inh -4% and Pol eta inh 4%.
COc1cccc(C(=O)CN(C(=O)c2ccc(Cl)c(Cl)c2)N2C(=O)C3CCCCC3C2=O)c1 (stereo not given) was read as BLM inh -9%, LDHA block -5, POLI inh 5%, APEX1 inh 0%, Anesthetic bind -13%, Glioma ERSR ind -3%, POLB inh -18%, Pol kappa inh -11% and Pol eta inh -3%.
Screening Cc1cc(C)c(S(=O)(=O)N2CCN(S(=O)(=O)N3CCC(C)CC3)CC2)c(C)c1 returned BLM inh 1%, LDHA block 1, POLI inh -3%, APEX1 inh 13%, Anesthetic bind -13%, Glioma ERSR ind -5%, POLB inh 8%, Pol kappa inh 8% and Pol eta inh -7%.
